Compound activity as filed in PubChem BioAssay.
RXFP1 antagonist: qHTS Assay for Antagonists of the Relaxin Receptor RXFP1; activity change, negative = inhibition, % at 57.5 µM; actives 0.59% (n = 350,000); HEK293-RXFP1, relaxin-stimulated cAMP HTRF, 30 min; active compounds read low; AID 1259400, 2018;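 active = activity change of -60% or lower, but not beyond a set lower limit; inconclusive = change between -60% and -40%, or beyond the set limit; inactive = change above -40%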; note: % is set by controls: 0 for no effect and ±100 for the full control effect
Pol eta inh: qHTS for Inhibitors of Polymerase Eta; recombinant Pol eta, fluorescent DNA replication assay; Potency, µM (titrated, usually from 114 µM), for inactives: at the highest dose activity change, negative = inhibition, actives largely listed as inhibitors; actives 1.2% (n = 390,000); note: potency is the fitted concentration of half-maximal effect; % is set by controls: 0 for no effect and ±100 for the full control effect
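Pol eta at 10 nM preincubated with compounds 15 min at room temperature; reaction started with fluorescent substrate (50 nM final) and read kinetically at 0 and 10 min.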
APEX1 inh: qHTS Assay for Inhibitors of the Human Apurinic/apyrimidinic Endonuclease 1 (APE1) | actives 0.35% (n = 350,000) | DNA repair nuclease/redox regulator APEX1 (Homo sapiens), P27695 | recombinant APE1, TAMRA/BHQ-2 abasic DNA cleavage fluorescence | Potency, µM (doses to about 65.8 µM), without a hit: at the highest dose activity change, negative = inhibition, usual class: inhibitors;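 note: potency is the fitted concentration of half-maximal effect; plate controls were vehicle for no effect and reference inhibitor for full effect; nearly all actives have a fitted effect of over 55% in size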
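Measures dequenching upon AP-site incision of a 5'-TAMRA/3'-BHQ-2 THF-containing duplex, 50 nM; human APE1 0.75 nM after 15 min room-temperature exposure to compound; kinetic three-point read at one-minute spacing.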
Tb PGK inh: qHTS Assay to Find Inhibitors of Phosphoglycerate Kinase | Phosphoglycerate kinase, glycosomal (Trypanosoma brucei brucei), P07378 | PGK/GAPDH coupled, Kinase-Glo luminescence, 60 min | Potency, µM (doses to about 57.5 µM), for inactives: at the top dose activity change, negative = inhibition, actives largely listed as inhibitors | actives 0.043% (n = 380,000); note: potency is the fitted concentration of half-maximal effect; % is set by controls: 0 for no effect and ±100 for the full control effect; nearly all actives have a fitted effect of over 60% in size
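Recombinant glycosomal PGK reaction used 1,3-bisphosphoglycerate generated in-well by GAPDH (100nM final) in 100mM TEA pH 7.6, 5mM MgCl2, 0.01% Tween-20. After 60 minutes at room temperature, ATP was read by Kinase-Glo Plus luminescence end-point.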
Pol kappa inh: qHTS for Inhibitors of Polymerase Kappa; DNA polymerase kappa (Homo sapiens), Q9UBT6; purified Pol kappa, fluorescent DNA synthesis assay, 10 min; Potency, µM (top dose mostly 107 µM), for inactives: top-dose activity, negative = inhibition, hits mostly inhibitors; actives 0.53% (n = 400,000); AID 588579, 2011; note: potency is the fitted concentration of half-maximal effect; % is set by controls: 0 for no effect and ±100 for the full control effect
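10 nM Pol kappa preincubated 15 min at room temperature with compounds, then reaction started with substrate at 50 nM final. Fluorescence read kinetically at 0 and 10 min; buffer-only wells served as negative control.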
BLM helicase inh: qHTS Assay for Inhibitors of Bloom's syndrome helicase (BLM); recombinant BLM DNA unwinding, fluorescence dequenching; actives 0.2% (n = 350,000); RecQ-like DNA helicase BLM (Homo sapiens), P54132; Potency, µM (top dose mostly 56.1 µM), inactives show top-dose activity change, negative = inhibition, most hits filed as inhibitors;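 note: potency is the fitted concentration of half-maximal effect; plate controls were vehicle for no effect and no enzyme for full effect; nearly all actives have a fitted effect of over 35% in size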
Anesthetic bind: qHTS Assay for Identification of Novel General Anesthetics | apoferritin/1-aminoanthracene competitive binding, fluorescence | Potency, µM (top dose mostly 77.5 µM), for the others: top-dose activity change, negative = displacement, most hits filed as inhibitors | actives 0.074% (n = 350,000) | AID 485281, 2010; note: potency is the fitted concentration of half-maximal effect; % is set by controls: 0 for no effect and ±100 for the full control effect; nearly all actives have a fitted effect of over 20% in size
Target sequence (P02791 2-175 limits assumed): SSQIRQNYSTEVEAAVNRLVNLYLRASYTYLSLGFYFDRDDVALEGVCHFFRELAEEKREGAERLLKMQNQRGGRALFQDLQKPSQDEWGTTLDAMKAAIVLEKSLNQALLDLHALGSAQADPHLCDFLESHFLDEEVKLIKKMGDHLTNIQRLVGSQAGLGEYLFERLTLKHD
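Horse-spleen apoferritin (10 uM) in 50% saturated 1-aminoanthracene in PBS was incubated 10 min at room temperature with compound. Fluorescence (ex 380, em 535 nm) was normalized to free and bound 1-AMA, with concentration-response fitted by a four-parameter Hill equation.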
POLB inh: qHTS Assay for Inhibitors of DNA Polymerase Beta; AID 485314, 2010; P06746; actives 1.3% (n = 340,000); Pol beta primer extension/strand displacement, fluorescence kinetic; Potency, µM (titrated, usually from 114 µM), for the others: at the top dose activity change, negative = inhibition, hits mostly inhibitors; note: potency is the fitted concentration of half-maximal effect; % is set by controls: 0 for no effect and ±100 for the full control effect
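Curves were derived by four-parameter Hill fits of normalized qHTS data. The kinetic fluorescent primer-extension read was taken at 0 and 10 min after 50 nM substrate, following a 15 min room-temperature preincubation of 10 nM enzyme with compounds.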
POLI inh: qHTS for Inhibitors of Polymerase Iota; DNA polymerase iota (Homo sapiens), Q9UNA4; actives 1% (n = 390,000); Pol iota fluorescent replication assay, 10 min; Potency, µM (titrated, usually from 115 µM), without a hit: top-dose activity, negative = inhibition, most hits filed as inhibitors; AID 588590, 2011; note: potency is the fitted concentration of half-maximal effect
Target sequence (Q9UNA4 whole entry, looked up): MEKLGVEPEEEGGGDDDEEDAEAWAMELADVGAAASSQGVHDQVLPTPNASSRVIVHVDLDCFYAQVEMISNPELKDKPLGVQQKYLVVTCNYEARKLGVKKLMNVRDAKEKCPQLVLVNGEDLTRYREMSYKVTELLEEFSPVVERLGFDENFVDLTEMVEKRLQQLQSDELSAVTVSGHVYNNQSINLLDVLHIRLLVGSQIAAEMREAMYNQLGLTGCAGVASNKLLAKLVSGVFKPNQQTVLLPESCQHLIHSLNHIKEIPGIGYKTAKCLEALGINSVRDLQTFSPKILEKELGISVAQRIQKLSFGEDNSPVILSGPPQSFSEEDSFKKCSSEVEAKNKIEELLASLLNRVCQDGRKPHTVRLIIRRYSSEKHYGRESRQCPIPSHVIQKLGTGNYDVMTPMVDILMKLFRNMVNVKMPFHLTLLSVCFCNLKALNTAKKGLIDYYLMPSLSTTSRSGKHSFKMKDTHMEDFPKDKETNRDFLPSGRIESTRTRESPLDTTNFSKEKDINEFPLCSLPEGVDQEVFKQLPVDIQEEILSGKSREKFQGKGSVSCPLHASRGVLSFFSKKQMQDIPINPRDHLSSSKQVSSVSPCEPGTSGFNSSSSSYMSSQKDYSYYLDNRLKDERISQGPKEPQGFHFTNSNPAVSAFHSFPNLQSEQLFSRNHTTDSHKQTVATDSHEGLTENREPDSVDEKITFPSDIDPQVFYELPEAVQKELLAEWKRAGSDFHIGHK
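Fluorescent replication assay read twice, at 0 min and 10 min after adding 50 nM (final) substrate. Enzyme (10 nM) and compounds were first incubated 15 min at room temperature; enzyme-free buffer wells were negative controls.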
Active calls of the source: *; i = inactive; u = inconclusive; x = not tested or not shown; & = joins results of further samples; [ ] = dose if it differs, or a comment. Unless noted, calls come from the whole dose curve; as a rule, active = well fitted curve in the direction sought with a large enough effect; inconclusive = small, poorly fitted or top-dose-only effect, or another doubt; inactive = no such curve, though single readings can be large; an effect the other way counts as inactive or inconclusive. This is a subset. The share of hits here may be higher or lower than overall.

SMILES | RXFP1 antagonist | Pol eta inh | APEX1 inh | Tb PGK inh | Pol kappa inh | BLM helicase inh | Anesthetic bind | POLB inh | POLI inh
O=C(COC(=O)C1CCN(S(=O)(=O)c2ccccc2)CC1)NC(=O)c1ccc(OC(F)F)cc1 | -8 | -8% | 2% | -1% | -2% | 5% | -4% | -22% | -14%
CCN(CC(=O)NC1CCS(=O)(=O)C1)C(C)C(=O)Nc1ccc(F)cc1 (stereo not given) | -1 | -8% | 27% | -10% | 12% | x | x | x | -6%
COc1ccccc1NC(=O)CSc1oc(-c2ccccc2)nc1S(=O)(=O)c1ccc(C)cc1 | -11 | -1% | x | -3% | -7% | -10% | -6% | -2% | -7%
CC(NC(=O)CNC(=O)Cc1cccc2ccccc12)c1ccc(S(N)(=O)=O)cc1 (stereo not given) | 8 | -14% | 50% | -3% | -10% | -7% | -9% | -1% | 11%
Clc1ccc(OCCSc2ncccn2)c2ccccc12 | -6 | 0% | -5% | i | -13% | -10% | -17% | -14% | 6%
CN(CC(=O)NCc1ccccc1Cl)CC(=O)Nc1cccc(F)c1 | -1 | -1% | 7% | -5% | -8% | -1% | -8% | 10% | 11%
Cc1[nH]c2ccccc2c1C(=O)NS(=O)(=O)Nc1ccccc1 | -3 | -5% | 6% | 7% | -13% | -5% | -2% | -2% | 47%[activator]
CCN(c1ccccc1)S(=O)(=O)c1ccc(Oc2ccc(C(C)=O)cc2OC)nc1 | 1 | -24% | -3% | 5% | -7% | x | x | x | 49%[activator]
Cc1ccccc1C(=O)Nc1ccc(Cl)cn1 | 4 | -15% | 2% | -14% | -5% | 2% | -17% | 14% | 17%
COc1ccccc1CNC(=O)c1cccc(NC(=O)c2ccccc2)c1 | 9 | -4% | -3% | i | -5% | -8% | -10% | 4% | -27%
CN1C(=O)S/C(=C\c2ccc(-n3cncn3)cc2)C1=O | 21 | 3% | -2% | 9% | -3% | -3% | 1% | 17% | 19%
Cc1ccc(-c2nnn(CCC(=O)Nc3ccc4c(c3)OCO4)n2)cc1 | 2 | -6% | -4% | -6% | -7% | 0% | -10% | 8% | 25%
CCC(C)Sc1ccc([C@@H]2[C@@H]3C(=O)N(C)C(=O)[C@@H]3[C@]3(C(=O)OC)CCCCN23)cc1OC (stereo not given in full) | x | u | -17% | 8% | -13% | x | x | x | 6%
COc1cccc(NC(=O)CNC(=O)c2ccc(C)o2)c1 | 12 | -14% | 24% | 1% | -2% | -3% | 2% | 10% | 98%[activator]
Cc1cc(NC(=O)CN2C(=O)NC(C)(CC(C)C)C2=O)no1 (stereo not given) | -1 | 1% | 3% | -1% | 4% | x | x | x | -5%
C=CCN1C(=O)/C(=C2/Sc3ccc(OC)cc3N2C)SC1=Nc1ccc(OC)cc1 | x | x | -1% | x | x | -3% | -8% | 28% | x
O=C(O)COc1ccc(/C=C2/SC(=S)N(Cc3ccccc3)C2=O)cc1 | -3 | -26% | 5% | 4% | -14% | -6% | -22% | 0% | -10%
Cc1cc(C)c(NC(=O)CN(C)C(=O)C2CC(=O)N(c3cccc4ccccc34)C2)c(C)c1 (stereo not given) | -10 | -3% | 32% | 3% | -4% | x | x | x | -9%
O=C(O)Cc1ccc(-n2cccc2)cc1 | 10 | 3.5µM* | -11% | u | 45µM* | -19% | 4% | 4.5µM* | 13µM*
COc1ccc(OC)c2c(C)cc(N3CCN(C(=O)c4ccc(C)cc4)CC3)nc12 | -2 | u | 4% | -10% | -19% | -2% | -6% | -8% | 133%[activator]
CC1=N/C(=C/c2ccco2)C(=O)O1 | -1 | 10µM* | 25µM* | u | 50µM* | 2% | -4% | 10µM* | u
C=CCN1C(=O)[C@H]2CCC=C[C@H]2[C@@H]1c1cccc(C)c1 | x | -10% | 37%[activator] | i | 17% | x | x | x | -4%
Cc1ncsc1C(=O)Nc1cccc(C(F)(F)F)c1 | 6 | -18% | 18% | -2% | 2% | -14% | -8% | 14% | 15%
Cn1c(=O)c2c(SCC(=O)NCc3ccco3)nc(-c3ccccc3Cl)nc2n(C)c1=O | -6&-12 | u | 7% | -9% | -12% | -8%&-2% | -19%&-7% | u | u
O=C(O)c1cccc(NC(=S)NC(=O)C(c2ccccc2)c2ccccc2)c1 | -19 | -5% | -6% | i | 9% | -2% | -11% | 33% | -13%
COc1ccccc1N(CC(=O)Nc1cc(C)cc(C)c1)S(C)(=O)=O | x | -20% | x | -3% | -9% | -1% | -9% | 9% | 19%
COc1ccc(-c2nn(-c3ccccc3)cc2C(=O)N2c3ccc(C)cc3C3CN(C)CCC32)cc1 (stereo not given) | u | -26% | 8% | i | 2% | -8% | -10% | 3% | 15%
O=C(c1c[nH]c2ccccc12)C(Cl)c1ccccc1 (stereo not given) | -7 | -23% | -13% | 8% | -2% | -5% | u | -2% | -2%
COc1ccc(-c2nnc(SCc3ccc(C(=O)O)cc3)n2C)cc1OC | 1 | 1% | 43% | -6% | -1% | -3% | -4% | -4% | -23%
Cn1c(=O)c2c(SCC(=O)N3CCCC3)nc(-c3ccccc3)nc2n(C)c1=O | 1 | -12% | 2% | -2% | 1% | -2% | -3% | -3% | 40%[activator]

Copied from the listing, 10 compounds:
SMILES | RXFP1 antagonist | Pol eta inh | APEX1 inh | Tb PGK inh | Pol kappa inh | BLM helicase inh | Anesthetic bind | POLB inh | POLI inh
O=C(COC(=O)C1CCN(S(=O)(=O)c2ccccc2)CC1)NC(=O)c1ccc(OC(F)F)cc1 | -8 | -8% | 2% | -1% | -2% | 5% | -4% | -22% | -14%
CCN(CC(=O)NC1CCS(=O)(=O)C1)C(C)C(=O)Nc1ccc(F)cc1 (stereo not given) | -1 | -8% | 27% | -10% | 12% | x | x | x | -6%
COc1ccccc1NC(=O)CSc1oc(-c2ccccc2)nc1S(=O)(=O)c1ccc(C)cc1 | -11 | -1% | x | -3% | -7% | -10% | -6% | -2% | -7%
CC(NC(=O)CNC(=O)Cc1cccc2ccccc12)c1ccc(S(N)(=O)=O)cc1 (stereo not given) | 8 | -14% | 50% | -3% | -10% | -7% | -9% | -1% | 11%
Clc1ccc(OCCSc2ncccn2)c2ccccc12 | -6 | 0% | -5% | i | -13% | -10% | -17% | -14% | 6%
CN(CC(=O)NCc1ccccc1Cl)CC(=O)Nc1cccc(F)c1 | -1 | -1% | 7% | -5% | -8% | -1% | -8% | 10% | 11%
Cc1[nH]c2ccccc2c1C(=O)NS(=O)(=O)Nc1ccccc1 | -3 | -5% | 6% | 7% | -13% | -5% | -2% | -2% | 47%[activator]
CCN(c1ccccc1)S(=O)(=O)c1ccc(Oc2ccc(C(C)=O)cc2OC)nc1 | 1 | -24% | -3% | 5% | -7% | x | x | x | 49%[activator]
Cc1ccccc1C(=O)Nc1ccc(Cl)cn1 | 4 | -15% | 2% | -14% | -5% | 2% | -17% | 14% | 17%
COc1ccccc1CNC(=O)c1cccc(NC(=O)c2ccccc2)c1 | 9 | -4% | -3% | i | -5% | -8% | -10% | 4% | -27%

Following part:
SMILES | RXFP1 antagonist | Pol eta inh | APEX1 inh | Tb PGK inh | Pol kappa inh | BLM helicase inh | Anesthetic bind | POLB inh | POLI inh
CC(C)C[C@@H](CNCC(=O)[C@H](C)NC(=O)c1[nH]cnc1C(=O)N[C@@H](C)CN)NC(=O)c1nc[nH]c1C(=O)N[C@@H](CO)C(=O)O | x | -17% | x | -9% | -4% | x | x | x | -33%
CC(C)(C)[Si](OCC[C@@H]1C[C@@]1(C)[C@@H](NP(=O)(c1ccccc1)c1ccccc1)c1ccccc1)(c1ccccc1)c1ccccc1 | x | x | 11%&-6% | x | x | -6%&-8% | -19%&-19% | 23% | x
CCn1c(SCC(=O)NCc2ccco2)nnc1-c1cccs1 | -1 | 0% | 35µM* | -3% | -12% | -20% | -7% | 32µM* | -7%
COc1ccc(O)c(-c2cc(-c3ccccc3[N+](=O)[O-])[nH]n2)c1 | -5 | u | 0% | 3% | -18% | -5% | -5% | 6% | -3%
Cc1ccc(C)c(NC(=O)CSc2cccc3cccnc23)c1 | 2 | 8% | -4% | -7% | -10% | 0% | -16% | -16% | 41%[activator]
CC(=O)Oc1ccc(C(C)=O)c2c1OCCO2 | -7 | -2% | 0% | -7% | -6%[60.1 µM] | -3% | -2% | 1% | -9%
CSc1nc2sccc2c(=O)[nH]1 | -13 | -10% | -3% | -6% | 2% | -4% | 3% | 11% | 5%
COc1ccc(SCc2noc(C(=O)NC(C)C)c2C(=O)O)cc1 | x | -4% | 0% | 0% | -5% | -2% | -6% | 21% | -17%
COc1cc(NC(=O)COC(=O)CCc2cc(OC)c(OC)c(OC)c2)cc(OC)c1 | -12 | u | 1% | -5% | -8% | 0% | -9% | 4% | 141%[activator]
COc1ccc(NC(=O)CC23CC4CC(CC(C4)C2)C3)cn1 | -10 | -18% | -2% | 10% | 8% | -8% | u | 2% | 74%[activator]
COC(=O)c1cc(C(=O)NCCCN2CCOCC2)cc([N+](=O)[O-])c1 | 2 | 1% | -2% | 13% | -7% | 1% | -6% | 28% | -18%
CCOc1cc2[nH]c(=O)n(Cc3ccc(C(=O)NCCOC)cc3)c(=O)c2cc1OCC | x | 3% | 2% | -8% | -9% | 4% | 2% | 0% | -8%
